Assay outcomes deposited in PubChem by NCI.
All columns: NCI-60 one-dose screen, growth in % after 48 h at 10 µM unless noted; 100 = growth as untreated, 0 = no growth, -100 = all killed.
K-562: K-562 leukemia; AID 1794777; 7.4% of 78,000 active
MDA-MB-468: MDA-MB-468 breast cancer; 8.5% of 78,000 active
T-47D: T-47D breast cancer | 5% of 79,000 active | AID 1794792
BT-549: BT-549 breast cancer | 4.4% of 78,000 active
MCF7: MCF7 breast cancer; 6.3% of 82,000 active; AID 1794796
HS 578T: HS 578T breast cancer. 4.1% of 78,000 active
MDA-MB-231: MDA-MB-231 breast cancer; 5% of 81,000 active
LOX IMVI: LOX IMVI melanoma; 7.4% of 79,000 active; AID 1794757
An asterisk follows results filed as active; · = no result given; & = joins results of further samples; ! = not active in a repeat; [ ] = another dose, or the depositor's remark. How the source made its calls: active means growth percent below 10; inactive means the rest.

no. | SMILES | K-562 | MDA-MB-468 | T-47D | BT-549 | MCF7 | HS 578T | MDA-MB-231 | LOX IMVI
1 | C[C@]12CC[C@@H]3c4cc(OC(F)F)c(OS(N)(=O)=O)cc4CC[C@H]3[C@@H]1CC[C@@H]2O | 12 | -24* | 44 | 42 | 22 | 28 | 43 | 29
2 | O=C1/C(=C\c2coc3ccc(Br)cc3c2=O)c2ccccc2N1c1c(Cl)cccc1Cl | 35 | 99 | 84 | 90 | 92 | 69 | 100 | 55
3 | COc1ccc(-c2nnc(CN3C=NC4C(N5CCOCC5)=NC=NC43)o2)cc1 (stereo not drawn) | 110 | 101 | 101 | 118 | 96 | 98 | 98 | 97
4 | O=CC(CO)CC(C=O)n1cnc2c(=O)[nH]cnc21 (stereo not drawn) | 120 | 122 | 93 | 112 | 95 | 90 | 100 | 94
5 | CC(=O)c1cc(C(=O)c2ccc(Br)cc2)n2ccc(C)cc12 | 90 | 77 | 75 | 84 | 90 | 94 | 87 | ·
6 | CC(=O)Nc1ncc(S(=O)(=O)c2ccc([N+](=O)[O-])cc2)s1 | 99 | 107 | 91 | 108 | 105 | · | 123 | 106
7 | COc1nc2c(c(=O)n1C)C(c1ccccc1)C=C(C(=O)O)N2 (stereo not drawn) | 104 | 115 | 104 | 98 | 102 | 102 | 144 | ·
8 | O=[N+]([O-])c1ccc(S(=O)(=O)NCNS(=O)(=O)c2ccc([N+](=O)[O-])cc2)cc1 | 85 | 114 | 86 | 109 | 95 | 98 | 105 | 98
9 | CCc1c(CC(=O)O)c2cc(C)ccc2n1Cc1ccc(Cl)cc1 | 152 | 95&95 | -2.2*! | 183&94 | 95&98 | 113&87 | 100&110 | 101&103
10 | c1ccc(Nc2nnc3c4[nH]cnc4ncn23)cc1 | 99 | 83 | 98 | · | 90 | 91 | 87 | 91
11 | CC(=O)Nc1cc([N+](=O)[O-])ccc1C | 106 | 106 | 104 | 105 | 101 | 114 | 112 | 109
12 | COc1cc(-c2cc3cc(Cl)cc(Cl)c3oc2=O)cc(OC)c1OC | · | 89 | 92 | 100 | 83 | 98 | 87 | 103

Part of the list above, screen by screen.
#8 O=[N+]([O-])c1ccc(S(=O)(=O)NCNS(=O)(=O)c2ccc([N+](=O)[O-])cc2)cc1
#9 CCc1c(CC(=O)O)c2cc(C)ccc2n1Cc1ccc(Cl)cc1
#10 c1ccc(Nc2nnc3c4[nH]cnc4ncn23)cc1
#11 CC(=O)Nc1cc([N+](=O)[O-])ccc1C

Assay by compound	8	9	10	11
K-562	85	152	99	106
MDA-MB-468	114	95&95	83	106
T-47D	86	-2.2*!	98	104
BT-549	109	183&94	·	105
MCF7	95	95&98	90	101
HS 578T	98	113&87	91	114
MDA-MB-231	105	100&110	87	112
LOX IMVI	98	101&103	91	109

Entries of single compounds as entered above:
Shown for CC(=O)c1cc(C(=O)c2ccc(Br)cc2)n2ccc(C)cc12 : K-562: 90; MDA-MB-468: 77; T-47D: 75; BT-549: 84; MCF7: 90; HS 578T: 94; MDA-MB-231: 87; LOX IMVI: ·
Shown for COc1nc2c(c(=O)n1C)C(c1ccccc1)C=C(C(=O)O)N2 (stereo not drawn) : K-562: 104; MDA-MB-468: 115; T-47D: 104; BT-549: 98; MCF7: 102; HS 578T: 102; MDA-MB-231: 144; LOX IMVI: ·

Additional entries follow:
no. | SMILES | K-562 | MDA-MB-468 | T-47D | BT-549 | MCF7 | HS 578T | MDA-MB-231 | LOX IMVI
13 | CCN(CC)C(=O)c1ccc(C(C)C)cc1 | 105 | 97 | 97 | 100 | 92 | 107 | 102 | 102
14 | CC1(C)C(C#N)(C#N)C1(C#N)C#N | 90 | 107 | 98 | 117 | 103 | 113 | 111 | 103
15 | CON1CCC(c2cn(S(=O)(=O)N(C)C)cn2)c2[nH]ccc2C1=O (stereo not drawn) | 97 | 100 | 95 | 105 | 96 | 105 | 99 | 98
16 | COc1cc(NCC(=O)Nc2cc(Nc3ccccc3Cl)ncn2)c(Cl)c(OC)c1Cl | 91 | 96 | 97 | 99 | 82 | 95 | 86 | 94
17 | NCC1=C(c2ccccc2)Nc2ncc(-c3ccc(Cl)cc3)n2C1O (stereo not drawn) | 86 | 117 | 77 | 91 | 83 | 94 | 85 | 101
18 | Cc1ccc(N2CCOC2=O)cc1N1CCOC1=O | 98 | 97 | 98 | 108 | 102 | 114 | 107 | 99
19 | CC1=C(C#N)c2nc3cnccc3c(=O)n2[C@]1(C)O | 97 | 96 | 89 | 104 | 94 | 103 | 107 | 93
20 | O=c1oc(-c2ccc(Cl)cc2)nc2c(-c3ccc(Cl)cc3)nc3ccccc3c12 | 106 | · | 96 | 102 | 94 | 119 | 97 | 90
21 | COc1cc(Br)c(-c2nc(-c3ccccc3)c(-c3ccccc3)n2CC(C)C)cc1OC | 49 | 58 | 63 | 92 | 55 | 79 | 60 | 67
22 | CCN1CN2C(=S)NC3C2N(C1)C(=S)N3C (stereo not drawn) | 103 | 94 | 106 | 103 | 99 | 100 | 104 | 100
23 | CCCCCCCCC(=O)N1C(C)CCC1C (stereo not drawn) | 97 | 102 | 107 | 126 | 98 | 98 | 108 | 93
24 | CN(C)Cc1cc(C(C)(C)CC(C)(C)C)cc(CN(C)C)c1O | 105 | 82 | 86 | 97 | 95 | 30 | 62 | 90
25 | Cc1cccc(C)c1NS(=O)(=O)c1ccc(N)cc1 | 90 | 112 | 78 | 92 | 101 | 96 | 113 | 102
26 | Cc1ccc(-c2csc(N)n2)cc1 | 94 | 104 | 93 | 93 | 106 | 115 | 97 | 101
27 | COC(=O)c1nnn(-c2ccc(S(N)(=O)=O)cc2)c1C(=O)c1ccc(OC)cc1 | 95 | 95 | · | 101 | 62 | 85 | · | 94
28 | CC1(C)CN1C(=O)NCCCCCCNC(=O)N1CC1(C)C | 96 | 103 | 97 | 109 | 106 | · | 112 | 94
29 | CC1=CC(C)(C)NC(=S)N1c1ccc2ccccc2c1 | · | 105 | 101 | 111 | 97 | 104 | 104 | 92
30 | C#CCNC(=O)CC[C@@H](C)[C@H]1CC[C@H]2[C@@H]3CC[C@@H]4CC(=O)CC[C@]4(C)[C@H]3CC[C@]12C | 4.6*[100 µM] | -20*[100 µM] | 4.2*[100 µM] | -60*[100 µM] | -6.3*[100 µM] | -28*[100 µM] | -78*[100 µM] | -72*[100 µM]
31 | O=C(/C=C\c1ccccc1)CCN1CCOCC1 | 77 | 75 | 84 | 111 | 25 | 105 | 115 | 95
32 | COc1ccc2cc(C(C)C(=O)Nc3ccc(S(=O)(=O)N=C(N)N)cc3)ccc2c1 (stereo not drawn) | 112 | 103 | 93 | · | 101 | 111 | 117 | 95
33 | O=c1ccc2ccccc2o1 | 112 | 114 | 116 | 87 | 98 | 105 | 100 | 109
34 | Cc1ccc(NC(=O)Cn2c(-c3cncs3)nc3ccccc32)cc1 | 104 | 90 | · | 102 | 99 | 99 | 109 | 91
35 | CCSc1cc(=O)[nH]c(N)n1 | 98 | 108 | 122 | 108 | 94 | 104 | 115 | 100
36 | O=C(/C(Cl)=N/O)c1ccccc1 | 112 | 101 | 82 | 102 | 95 | 117 | 112 | 96
37 | O=C(c1ccccc1)c1c(C(F)F)n([O-])c2ccccc2[n+]1=O | 44 | · | 76 | 85 | 90 | 186 | 94 | 85
38 | CC(C)Cc1ccc(CC(C)C)c(OCCOCCN(C)C)c1 | · | 82 | 64 | 89 | 75 | 90 | 82 | 80
39 | OCC1OC(n2cnc3c(Cl)ncnc32)C(O)C1O (stereo not drawn) | 78 | 23 | 58 | 47 | 24 | 86 | 86 | 11
40 | COC1CCC2CC(C(=O)N3CCC(C(C)C(=O)NCC4CCC(F)CC4)CC3)NC2C1 (stereo not drawn) | 52 | 41 | 25 | 58 | · | 79 | 74 | 71
41 | C=CCc1cc(OC)cc(CC=C)c1O | · | 105 | 88 | 104 | 96 | 108 | 103 | 105
42 | CC1(C)CC(=O)C2=C(C1)N(c1ccc(OC(F)(F)F)cc1)C(N)=C(C#N)C2c1cc(Cl)ccc1Br (stereo not drawn) | 94 | 93 | 91 | 104 | 81 | 70 | 82 | 94
43 | COc1ccc(OC)c(/C=C2/C=C(c3ccc(Cc4ccccc4)cc3)N(CCc3ccc(S(N)(=O)=O)cc3)C2=O)c1 | 82 | 100 | 56 | 69 | 86 | 97 | 69 | 99
44 | Cc1cccc(NC(=S)Nc2cccc(C)n2)n1 | 94 | 98 | 79 | 105 | 92 | 117 | 113 | 102
45 | CCC/C=C(\CC)C(=O)OCC1CC=CCC1C (stereo not drawn) | 97 | 111 | 104 | 108 | 101 | 111 | 111 | 91
46 | CCOC(=O)C1CN(C(C)(C)C)C(=O)C1=O (stereo not drawn) | 105 | 109 | · | 100 | 93 | 113 | 111 | 89
47 | CCN(CC)CCCC(C)NCCCNc1cccc2cccnc12 (stereo not drawn) | 98 | 90 | 89 | 102 | 96 | 105 | 81 | 85
48 | O=C(c1ccccc1)c1c(/C=C/c2ccc(Cl)cc2)nc2ccccc2c1/C=C/c1ccc(Cl)cc1 | 107 | 92 | 93 | 103 | 93 | 95 | 95 | 92
49 | NS(=O)(=O)c1ccc(CCn2c(SCC(=O)N/N=C/c3cc(Cl)ccc3Cl)nc3ccccc3c2=O)cc1 | 35 | 31 | 54 | 67 | 67 | 72 | 37 | 48
50 | O=C(O)c1cc2ccccc2nc1C(=O)O | 99 | 110 | 94 | 103 | 95 | 92 | 98 | 92
51 | O=C(Oc1ccc2ccccc2c1)c1ccc([N+](=O)[O-])cc1 | 101 | · | 89 | 98 | 101 | 145 | 96 | 97
52 | C[Si](C)(C)CNCCNC[Si](C)(C)C | 101 | 95 | 101 | 114 | 94 | 116 | 107 | 92
53 | CN1N=C2c3cn(Cc4ccccc4)cc3CCC2C1=O (stereo not drawn) | 109 | · | 97 | 302 | 111 | · | 111 | 103
54 | C=CCNC(=S)N1CCN(c2ccccc2Cl)CC1 | 86 | 81 | 82 | 121 | 87 | 96 | 98 | 97
55 | COc1ccc(/C(=C\c2ccc3c(c2)OCO3)C(=O)Nc2nc3ccc(C)cc3s2)cc1OC | 77 | 94 | 85 | 88 | 94 | 102 | 114 | 104
56 | c1ccc(-c2noc(CSc3nc4ccccc4s3)n2)cc1 | 103 | 96 | 95 | 105 | 92 | 107 | 93 | 101
57 | CCn1cc(-c2[nH]c(=S)ncc2-c2ccc(Cl)cc2)c(-c2ccc(Br)cc2)n1 | 120 | 121 | 59 | 91 | 85 | 108 | 89 | 87
58 | COc1ccc(C(=O)NNc2ccc(-c3ccc(OC)c(OC)c3)nn2)cc1 | 97 | 108 | 91 | 94 | 97 | 91 | 91 | 97
59 | C=CC(=O)Nc1cccc(-c2nc(SC)nc(NCCC)c2C#N)c1 | 91 | 99 | 77 | 82 | 78 | 74 | 80 | 86
60 | COC(=O)CN | 100 | 104 | 102 | 117 | 100 | 113 | 110 | 108
61 | O=C(N/N=C\c1ccc(Cl)c(Cl)c1)N/N=C/c1ccc(Cl)c(Cl)c1 | 101 | 134 | 100 | 87 | 73 | 127 | 96 | 102
62 | COc1ccc2[nH]c(O)c(N=NC(=O)c3ccc(S(N)(=O)=O)cc3)c2c1 | 101 | 114 | 104 | 115 | 95 | 107 | 110 | 102
63 | Nc1ncnc2c1N=C1c3ccccc3C(=O)C1C(c1ccc(Cl)cc1)N2 (stereo not drawn) | 56 | 277 | 87 | 90 | 78 | 89 | 93 | 77
64 | COc1nccc2c(Nc3ccc(S(=O)(=O)Nc4cnc5ccccc5n4)cc3)nc(N)nc12 | 90 | 99 | 70 | 96 | 89 | 99 | 81 | 90
65 | CCCCCCNC(=O)Nc1ncnc2c1ncn2-c1ccccc1 | 106 | 105 | 67 | · | 89 | 98 | 93 | 102
66 | COc1ccc(-c2nc(SCCC(C)C)nc(Cl)c2C#N)cc1 | 92 | 103 | 111 | 110 | 100 | 116 | 103 | ·
67 | N=C1NC(=O)SC1N=Nc1ccccc1 (stereo not drawn) | · | 106 | 93 | 134 | 79 | 95 | 96 | 96
68 | COc1ccccc1Nc1nnc(-c2cc(F)c(F)c(F)c2)o1 | 85 | 95 | 95 | 111 | 94 | 108 | 93 | ·
69 | CC1=C(C(=O)O)N2C(=O)[C@@H](NC(=O)[C@H](N)C3=CCC=CC3)C2SC1 (stereo partly drawn) | 112 | 102 | 90 | 98 | 90 | · | 108 | 103
70 | Cn1c2ccccc2c2c3c(c4c5ccccc5ccc4c21)C(=O)N(O)C3=O | 100 | 55 | 41 | 59 | 25 | 65 | 83 | 45
71 | CSc1ncc(C)c(Nc2ccc(Cl)cc2)n1 | 94 | 129 | 119 | 87 | · | 95 | 110 | 107
72 | O=[N+]([O-])c1ccc(OC2OCC(O)C(O)C2O)cc1 (stereo not drawn) | 110&104 | 98&107 | 114&112 | 109&109 | 95&104 | 110&103 | 105&108 | 101&99

New compounds follow:
no. | SMILES | K-562 | MDA-MB-468 | T-47D | BT-549 | MCF7 | HS 578T | MDA-MB-231 | LOX IMVI
73 | CCCCNC(=O)Oc1ccc(/C(=C(/CC)Cc2ccccc2)c2ccc(OCCCN(C)C)cc2)cc1 | · | 73 | 61 | 95 | 28 | 84 | 79 | 59
74 | O=C(O)CNc1ccc([N+](=O)[O-])cc1 | 96 | 98 | 104 | 113 | 99 | 103 | 113 | 105
75 | COc1ccc(NC(=O)C2=C(C)NC(=S)NC2c2cc(OC)c(OC)c(OC)c2)cc1 (stereo not drawn) | · | · | 105 | 108 | 98 | 106 | 102 | 97
76 | NS(=O)(=O)c1ccc(CN2C(=O)c3ccc(C(=O)O)cc3C2=O)cc1 | · | 98 | 99 | 105 | 97 | 93 | 98 | 96
